# Exocytosis inh: LAMP-1 surface exposure blockers, TALL-104 cells – cell-based, flow cytometry, MLPCN library, primary screen | 360,000 tested, 0.66% active | inhibition, % at 10 µM | AID 651702, 2012 | TALL-104 LAMP-1 surface exposure; cells stimulated with thapsigargin and PMA;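 active means inhibition above about 55%, limit read from the data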
# Glyco luc inh: increase of ERlucT glycosylation luciferase signal, primary screen, N-linked glycosylation inhibitor project, D54 ERlucT cells, luminescence, set 2. D54 ERlucT glycosylation luciferase reporter, 24 h; percent of 100 nM tunicamycin response. reporter increase, % at 12.5 µM. 360,000 tested, 0.23% active. AID 588692, 2011;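 active means mean luciferase reporter signal, scaled so untreated is 0 and the glycosylation-blocking control 100, at or above a set limit in every replicate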;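 further: luciferase carries N-glycosylation sites so blocking glycosylation raises the light; 0% = median of neutral control wells and 100% = median of 100 nM tunicamycin wells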
# MC4R ag barr: MC4R agonists recruiting beta-arrestin, primary screen, cell-based, luminescence, agonist arm of biased-ligand search | 360,000 tested, 0.98% active | U2OS MC4R beta-arrestin complementation; percent of melanotan II response, DMSO zero | activation, % at 8.9 µM | AID 540308, 2011 | Melanocortin receptor 4 (Homo sapiens), P32245;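 active means activation above a per-plate cutoff, the mean activation of sample wells on that plate plus 3 SD, cut at about 8% in these data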
# Target sequence (P32245 whole entry, looked up): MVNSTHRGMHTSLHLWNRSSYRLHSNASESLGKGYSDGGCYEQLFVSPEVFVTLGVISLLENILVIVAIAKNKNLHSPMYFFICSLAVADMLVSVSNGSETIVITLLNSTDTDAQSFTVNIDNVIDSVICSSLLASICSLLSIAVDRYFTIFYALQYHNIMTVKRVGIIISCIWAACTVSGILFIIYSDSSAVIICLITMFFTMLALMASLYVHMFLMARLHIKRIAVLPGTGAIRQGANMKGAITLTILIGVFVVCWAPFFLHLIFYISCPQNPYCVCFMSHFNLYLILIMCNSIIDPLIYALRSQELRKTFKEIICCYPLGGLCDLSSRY
# Cardio protect: cardioprotection against H2O2-induced cell death, primary screen, uHTS, H9c2 cells, ATPLite luminescence; H9c2 cardiomyocytes, H2O2 injury protection, 2 h; protection from H2O2 cell death, % at 20 µM; 360,000 tested, 0.63% active; AID 588492, 2011;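 active means compounds giving at least 50% protection of heart cells from peroxide-induced death in the single-dose screen, raw or plate-pattern-corrected value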;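 further: 0% = DMSO wells with peroxide and 100% = DMSO wells without peroxide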
# hiPSC survival: enhancers of single-cell hiPSC survival, primary screen, ATPlite luminescence; AID 602274, 2012; 360,000 tested, 0.044% active; 100% = ROCK inhibitor wells, 0% = DMSO; survival enhancement, % at 20 µM; in the data active means survival enhancement above about 18%;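 further: cells exposed to compounds for 16 hours before the ATP read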
# MC4R antagonist: MC4R antagonists of cAMP signaling, primary screen, cell-based, TR-FRET, antagonist arm of biased-ligand search; Melanocortin receptor 4 (Homo sapiens), P32245; inhibition, % at 6.5 µM; 360,000 tested, 0.48% active; MC4R-expressing cells, MTII-stimulated cAMP, LANCE TR-FRET;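 active means inhibition above its plate's cutoff, the mean of tested wells on that plate plus 3 SD, cut at about 29% in these data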;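 further: 0% = Melanotan II alone and 100% = Melanotan II plus saturating MCL0020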
#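 Material: U2OS-MC4R stable cell line | Reagent: Melanotan II challenge after compound preincubation | Doses: One concentration, 6.5 µM nominal | Incubation: 30-min compound preincubation, 1-h Melanotan II challenge, 1-h detection, room temperature | Signal: TR-FRET cAMP assay | Replicates: One well per compound, no replicates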
# ABHD5 PLIN5 PPI: ABHD5-PLIN5 interaction inhibitors, primary screen, cell lysate, split luciferase complementation, luminescence; Split G. princeps luciferase complementation, 4 h; inhibition, % at 4 µM; 360,000 tested, 0.78% active;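 active means inhibition above the mean inhibition across every tested compound plus 3 SD, cut at about 22% in these data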;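 further: 0% = DMSO only wells and the 100% control is not disclosed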
# aDG glyco up: activators of alpha-DG glycosylation, primary screen, uHTS, Pro5-aDG cells, AlphaScreen; 360,000 tested, 0.22% active; AID 624168, 2012; alpha-DG glycosylation AlphaScreen (IIH6); 0% Pro5, 100% B10-LARGE cell signal; activation, % at 10 µM;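 active means activation of at least 8% versus controls, or a plate z-score of at least 8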;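 further: Pro5 are CHO cells carrying HIG-tagged alpha-DG that lacks glycosylation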
# m5-HT2A agonist: mouse Htr2a agonists via beta-arrestin recruitment, primary screen, cell-based, luminescence; 5-hydroxytryptamine receptor 2A (Mus musculus), P35363; CHO-K1 mHTR2A beta-arrestin complementation; percent of 30 µM serotonin response; activation, % at 7.6 µM; 360,000 tested, 0.66% active; AID 624169, 2012;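 active means activation above a run cutoff, the mean activation of all tested compounds plus 3 SD, cut at about 14% in these data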;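 further: 0% = plate median of compound wells and 100% = 30 µM serotonin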
# Target sequence (P35363 whole entry, looked up): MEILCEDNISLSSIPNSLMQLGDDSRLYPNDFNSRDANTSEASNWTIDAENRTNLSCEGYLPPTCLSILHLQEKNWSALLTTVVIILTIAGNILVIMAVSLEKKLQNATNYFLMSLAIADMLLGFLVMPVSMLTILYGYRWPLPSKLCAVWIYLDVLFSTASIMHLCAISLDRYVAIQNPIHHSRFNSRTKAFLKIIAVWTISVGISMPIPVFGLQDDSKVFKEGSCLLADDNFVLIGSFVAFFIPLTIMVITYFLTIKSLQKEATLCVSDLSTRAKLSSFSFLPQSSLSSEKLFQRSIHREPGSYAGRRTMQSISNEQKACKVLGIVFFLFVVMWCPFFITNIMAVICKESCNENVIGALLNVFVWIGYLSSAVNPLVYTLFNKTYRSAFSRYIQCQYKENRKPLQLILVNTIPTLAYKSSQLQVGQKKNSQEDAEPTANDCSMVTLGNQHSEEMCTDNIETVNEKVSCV
# ABCB6 inh 2: ABCB6 transporter inhibitors, primary screen, K562-ABCB6 cells, flow cytometry, MLPCN library | ATP-binding cassette sub-family B member 6 (Homo sapiens), Q9NP58 | K562-ABCB6 porphyrin accumulation, 1 h; stronger effect = lower value | fluorescence ratio to DMSO, % at 10 µM | 360,000 tested, 0.19% active;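 active means fluorescence ratio to DMSO below 75%, the collection mean minus 3 SD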;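 further: signal is porphyrin accumulated inside mitochondria; 100% equals median channel fluorescence of DMSO control wells; lower ratio means ABCB6 inhibition with less porphyrin fluorescence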
# * = called active by the depositor; · = not tested or not shown.
# The line under a structure holds: Exocytosis inh	Glyco luc inh	MC4R ag barr	Cardio protect	hiPSC survival	MC4R antagonist	ABHD5 PLIN5 PPI	aDG glyco up	m5-HT2A agonist	ABCB6 inh 2
O=C(Nc1ccc(Cl)c(Cl)c1)c1ccc(Cn2c(=O)[nH]c3ccsc3c2=O)cc1
    -0.6	6.2	4.4	-1.6	0.3	-1.4	7.5	0.0	2.0	97.0
Cc1ccc(NC(=O)/C(=C/c2cccs2)NC(=O)c2ccco2)cc1
    -1.2	-0.2	0.1	-0.8	4.5	11.4	-2.0	-0.1	-2.1	109.0
CCCNC(=O)c1c(O)c2c([nH]c1=O)CCCC2
    -1.3	6.6	-1.2	-6.4	-1.0	0.5	3.8	0.4	0.4	107.0
Cc1ccc(C(=O)OCC(=O)Nc2ccc(C(N)=O)cc2)s1
    -2.6	0.1	-0.6	-7.3	7.7	10.0	0.6	0.0	-5.7	101.0
COC(=O)Cc1nc2ccccc2[nH]1
    2.7	-0.7	2.1	8.3	-3.3	2.1	0.5	0.0	-1.6	98.0
Cc1noc(C)c1C(=O)NCCC1=CCCCC1
    -3.1	3.2	-0.8	-4.3	-1.5	3.8	-1.2	-0.3	-0.1	98.0
CCCCC[C@H](C)N1C[C@H](COCc2ccccc2)Oc2cc(N3CC[C@@H](N(C)C)C3)ccc2S1(=O)=O
    63.6*	·	·	·	-1.2	·	-1.1	1.3	-8.2	95.0
Cc1cccc(C(=O)NC(=S)Nc2c(C)n(C)n(-c3ccccc3)c2=O)c1
    12.8	-0.9	2.0	-1.6	2.9	16.7	5.9	-0.1	-2.0	102.0
CCOC(=O)c1c(C)n(-c2ccccc2)c2ccc(O)c(CN(C)C)c12
    9.0	6.3	-1.4	-3.0	-0.3	4.1	8.8	1.1	-3.3	102.0
CC(=O)N[C@@H](Cc1c[nH]c2ccccc12)C(=O)OCC(=O)Nc1ccc2c(c1)OCO2
    -2.3	-0.6	0.3	-0.7	0.5	2.1	-7.4	0.2	-2.4	102.0
CCCCCCS(=O)[C@H]1CS(=O)(=O)C[C@@H]1S(=O)CCCCCC (stereo partly specified)
    -0.2	2.0	-1.9	-1.5	1.8	-6.5	3.4	-0.3	-3.1	95.0
O=C(CN1CCCCC1)Nc1ccccc1Oc1ccccc1
    -3.0	-2.5	1.7	-7.7	2.4	-6.3	2.6	0.0	0.4	101.0
N#C/C(=C\c1ccc(-c2ccc(S(=O)(=O)N3CCOCC3)cc2)o1)C(=O)NC1CC1
    3.7	1.1	-1.8	17.9	0.4	7.7	1.3	-0.2	-2.4	90.0
CCCCCOC(=O)c1ccccc1C(=O)O
    -4.8	·	0.4	-3.8	-3.9	0.2	-3.0	0.1	2.5	95.0
O=C(C1=NOC2(C1)C(=O)N(Cc1ccccc1)c1ccccc12)N1CCOCC1 (stereo unspecified)
    -4.8	·	·	·	0.0	·	-0.3	-0.1	-5.3	98.0
CCn1c(C)nc2cc(C(=O)NNC(=O)c3ccc(Cl)nc3)ccc21
    2.7	0.5	-1.6	7.7	0.9	14.9	-1.5	-0.1	0.0	103.0
O=C(CN1CCC(n2nnc3cc(F)ccc32)CC1)NCCc1ccccc1
    4.3	-1.7	0.1	7.4	0.2	22.2	2.4	0.2	0.8	100.0
CC(NC(=O)COC(=O)CN1C(=O)NC2(CCCC2)C1=O)c1ccc(F)cc1 (stereo unspecified)
    6.1	1.4	-1.8	-1.9	0.1	16.3	-11.2	-0.2	-7.7	96.0
O=C(CCC(=O)Nc1nnc(C2CCCCC2)s1)NCc1cccs1
    1.1	2.3	-2.9	3.5	0.6	6.8	0.2	-0.2	1.5	88.0
COC(=O)c1cccnc1-n1c(=O)c2cccnc2n(Cc2cccc([N+](=O)[O-])c2)c1=O
    -1.0	0.4	-1.7	2.5	-0.7	8.9	-4.7	0.1	-4.2	95.0
O=C(/C(=N/N=C/c1ccc(O)c(O)c1O)c1ccccc1)c1ccccc1
    10.7	2.1	5.6	57.9*	-1.9	0.4	-26.8	-0.3	0.9	101.0
O=C(COC(=O)c1ccc(F)c(S(=O)(=O)N2CCOCC2)c1)c1ccccc1
    -12.9	2.7	-0.2	-2.0	1.3	4.1	8.0	0.0	2.1	103.0
CN(CC(=O)Nc1cccc(F)c1)C(=O)CC1CC2CCC1C2 (stereo unspecified)
    0.5	1.5	-0.3	-1.6	1.3	11.1	-2.5	0.5	10.2	100.0
COC(=O)c1ccc(C(=O)Nc2cc(Cl)ccc2Cl)cc1NC(=O)c1ccccc1C
    1.5	-0.5	2.9	-1.5	6.4	-1.9	-7.6	-0.2	1.1	110.0
COc1ccc(Cl)cc1S(=O)(=O)N1CCN=C1Cc1ccccc1
    -2.6	1.5	-2.5	-5.4	-0.3	-2.3	1.1	-0.2	-0.7	98.0
Cc1ccc(-n2c(N)c(C(=O)N3CCCCC3)sc2=S)cc1
    -1.0	-3.3	-3.1	-0.2	1.1	-1.9	0.1	-0.3	-2.9	101.0
S=C(NCCNC(=S)Nc1ccccc1)Nc1ccccc1
    -6.0	9.7	0.5	-2.2	-0.5	18.3	3.0	-0.2	-2.6	100.0
CCOC(=O)N1CCC(NC(=O)C2CCCN(c3nc4ccccc4o3)C2)CC1 (stereo unspecified)
    5.9	-0.2	-0.6	2.6	-0.4	-6.0	-2.7	0.3	0.4	95.0
CCCCc1nc(C(N)=O)c2[nH]c(=O)n(-c3ccc(OCC)cc3)c2n1
    -6.3	6.6	3.2	0.6	-0.6	4.2	-7.5	0.2	7.9	94.0
O=C(O)CCC1(c2ccccc2)NC(=O)NC1=O (stereo unspecified)
    0.2	1.8	-1.9	7.1	-0.7	6.8	-3.5	0.0	0.9	96.0
Cc1cn([C@H]2C[C@H](O)[C@@H](CNC=O)O2)c(=O)[nH]c1=O
    -2.8	1.5	-0.2	8.6	0.4	-3.6	-3.5	-0.2	-1.1	93.0
CCOC(=O)c1ccc(NC(=O)Cn2nc(C)c3ccccc3c2=O)cc1
    -10.5	0.7	-1.2	-0.1	0.6	-7.3	2.2	-0.1	6.4	95.0
CC(=O)c1sc(-c2ccc(F)cc2F)nc1C
    -3.1	1.0	-0.9	6.2	-0.3	-4.3	5.8	0.0	7.5	98.0
Cc1ccc2c(COC(=O)CC3Sc4ccccc4NC3=O)cc(=O)oc2c1C (stereo unspecified)
    6.2	5.1	-1.5	1.6	-0.6	7.4	-2.1	-0.2	2.7	105.0
Cc1ccc(-c2onc3ccc(Br)cc23)cc1
    -6.5	-3.7	0.5	-1.8	-0.4	3.3	-8.1	0.2	2.1	101.0
Cc1ccc(/C(N)=N/OC(=O)C23CC4CC(CC(C4)C2)C3)cc1
    -2.3	-2.9	-0.8	-14.9	4.3	0.9	-4.8	-0.1	-3.1	90.0
CCc1nc2c(OCc3ccccc3)cccn2c1N(C)C(=O)c1ccc2c(c1)OCO2
    0.0	0.5	-0.3	-4.8	-3.5	0.2	14.8	0.1	14.5*	102.0
c1ccc(CN2CCOCCOCCOCCOCCOCCOCC2)cc1
    1.3	0.3	-1.3	-3.3	3.3	23.5	4.7	-0.1	2.1	95.0
N#CC1=C(N)OC2=C(C(=O)CCC2)C12C(=O)N1CCCc3cccc2c31 (stereo unspecified)
    -1.6	1.4	-0.9	8.6	0.2	2.0	-0.7	0.0	1.6	98.0
Cc1ccc(CN(C(=O)c2ccccc2C)C2CCS(=O)(=O)C2)o1 (stereo unspecified)
    -11.8	2.4	-3.1	-2.7	-0.4	3.6	9.8	0.1	5.6	97.0
CCCCC1CCC(C(=O)Nc2ccccc2N2CCOCC2)CC1 (stereo unspecified)
    1.2	-4.4	-0.7	-9.3	-0.3	2.9	-0.9	0.1	2.6	97.0
O=C(O)/C=C/C(=O)Nc1ccc(C(=O)c2ccccc2)cc1
    0.9	0.0	-3.5	-14.1	0.3	-2.3	-1.1	0.1	-2.1	88.0
O=C(CSc1nncn1-c1cccnc1)N1CCOCC1
    -0.6	0.4	-0.7	5.4	4.0	19.8	2.9	0.3	2.1	100.0
CCN(CC)S(=O)(=O)c1ccc(N2CCN(S(=O)(=O)c3ccc4c(c3)OCCO4)CC2)nc1
    8.4	5.1	0.8	-12.2	7.8	-0.9	0.4	0.0	0.5	102.0
COc1ccc(C(=O)COC(=O)c2ccccc2NS(=O)(=O)c2ccc(O)c([N+](=O)[O-])c2)cc1
    -1.2	1.1	-0.4	-6.9	-0.2	10.7	4.4	0.2	-2.6	99.0
COC(=O)c1sc2nc3c(cc2c1N)CCCC3
    -0.6	-9.0	-1.6	-17.4	-0.7	1.7	-7.8	0.0	-4.8	90.0
O=C(Nc1cccc(F)c1)N1C2CCC1CC(O)(c1cccnc1)C2 (stereo unspecified)
    0.9	-0.4	-2.8	7.3	-0.5	-11.1	-0.4	-0.3	-2.5	95.0
O=C(Cc1cn2ccsc2n1)Nc1ccccc1Oc1ccccc1
    0.6	-4.3	-0.3	1.0	-2.4	0.5	-6.7	1.4	-6.1	90.0
COc1cc(N2CCC(O)CC2)ccc1Nc1nnc(Cl)c(Nc2ccccc2S(C)(=O)=O)n1
    -4.4	3.3	-1.9	8.3	-1.3	-7.8	3.0	-0.4	-1.3	88.0
Cc1ccc(NC(=O)CCNC(=O)c2ccc(Br)cc2)nc1
    3.5	2.7	-2.3	3.4	-0.4	1.1	2.9	-0.1	-8.8	99.0
Cc1ccc(C)c(-n2cc(CNC(C)Cn3cncn3)c(-c3ccccc3)n2)c1 (stereo unspecified)
    -1.3	1.6	0.6	-2.3	-0.3	4.4	-9.3	0.0	-2.2	96.0
Cc1cc(F)ccc1C(O)c1ncc(-c2cccc(OCc3ccccc3)c2)[nH]1 (stereo unspecified)
    3.7	-3.2	0.1	-14.2	-0.4	11.9	-2.0	0.3	-1.6	96.0
CC(=O)N1C(=O)N(C(C)=O)C2C1N(C)C(=O)N2C(C)=O (stereo unspecified)
    -0.8	0.3	1.7	-2.6	1.3	26.3	-2.0	-0.3	-1.6	98.0

# Assay outcomes from PubChem BioAssay.
